MCF10A rereplic – induces DNA re-replication in MCF 10a normal breast cells; hit rate 2.9% among 350,000; Potency, µM (highest dose often 46.1 µM), for the others: at the highest dose activity, positive = re-replication, most hits filed as activators; MCF 10A DNA re-replication, Hoechst nuclear intensity, 48 h; also: potency is read from the fitted curve at half-maximal effect; % of control where 0% means no effect; nearly all actives have a fitted effect of over 50% in size
HT1080 IDH1KD tx – HT-1080 IDH1 knockdown cell toxicity (counter line); Potency, µM (titrated, usually from 46.1 µM), inactives show at the highest dose activity, negative = toxicity, most hits filed as cytotoxic; HT-1080 IDH1 knockdown viability, ATP luminescence, 48 h; hit rate 2% among 360,000; AID 686971;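 also: potency is read from the fitted curve at half-maximal effect; 0% = DMSO wells and -100% = cell-free medium wells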
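After a 2 h attachment period, IDH1KD HT-1080 cells took pin-transferred compound for 48 h at 37 °C; ATP-based luminescence after 10 min room-temperature reagent incubation reported viability.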
ATXN2 expr inh – inhibitors of ATXN2 expression; HEK-293 ATXN2-luciferase reporter, luminescence, 24 h; AID 1745845; hit rate 0.72% among 360,000; Potency, µM (series often up to 57 µM), for inactives: at the top dose activity change, negative = inhibition, actives largely listed as inhibitors; also: potency is read from the fitted curve at half-maximal effect; % is scaled to controls: 0 for no effect and ±100 for the full control effect; nearly all actives have a fitted effect of over 55% in size
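qHTS (up to 57 uM final) was run with 24 h compound exposure of reporter cells at 37 °C. Each well was multiplexed: SteadyGlo luminescence measured ATXN2-luciferase expression after a fluorogenic Gly-Phe-AFC viability readout (25 uM final).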
SW480 rereplic – DNA re-replication induction in SW480 cells. SW480 DNA re-replication, Hoechst DNA content imaging, 48 h. Potency, µM (doses to about 46.1 µM), inactives show at the highest dose re-replication activation, usual class: activators. hit rate 1.8% among 340,000; also: potency is read from the fitted curve at half-maximal effect; % of control where 0% means no effect; nearly all actives have a fitted effect of over 55% in size
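Per well, 250 cells were exposed to pinned compound for 48 hr. Nuclear DNA was visualised with Hoechst (40 min, 37 C) and total object intensity recorded by fluorescence scanning.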
KB-V1 cytotox – kills drug-selected multidrug resistant KB-V1 cells; KB-V1 MDR cells viability, CellTiter-Glo, 72 h; Potency, µM (doses to about 46.1 µM), inactives show at the top dose activity change, negative = cytotoxicity, hits mostly cytotoxic; hit rate 3.4% among 400,000; AID 1347076; also: potency is read from the fitted curve at half-maximal effect; % is scaled to controls: 0 for no effect and ±100 for the full control effect; nearly all actives have a fitted effect of over 60% in size
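KB-V1 MDR subline cells in DMEM (phenol-red free, 10% FBS) exposed to compounds in qHTS concentration series for 72 h at 37 degrees C. Viability read by CellTiter-Glo luminescence; concentration-effect curves fitted after normalization and correction.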
HT1080NT lethal – kills 2HG-producing HT-1080-NT fibrosarcoma cells; HT-1080-NT fibrosarcoma viability, CellTiter-Glo ATP luminescence, 48 h; Potency, µM (top dose mostly 46.1 µM), inactives show at the highest dose activity, negative = less viability, most hits filed as cytotoxic; hit rate 1.6% among 360,000;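 also: NT is the 2HG producing partner of a matched IDH1 knockdown line; potency is read from the fitted curve at half-maximal effect; 0% = DMSO-treated cells and -100% = media-only wells without cells; nearly all actives have a fitted effect of over 55% in size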
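HT-1080-NT; 750 cells/well; 5% FBS RPMI; 48 h compound, 37 degrees C; CellTiter-Glo luminescence; curve fitting and curve-class assignment.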
KB-3-1 tox – KB-3-1 parental cell cytotoxicity | KB-3-1 viability, CellTiter-Glo ATP luminescence, 72 h | Potency, µM (series often up to 46.1 µM), inactives show at the top dose activity change, negative = cytotoxic, actives largely listed as cytotoxic | hit rate 1.4% among 400,000 | AID 1347075; also: potency is read from the fitted curve at half-maximal effect; % is scaled to controls: 0 for no effect and ±100 for the full control effect; nearly all actives have a fitted effect of over 60% in size
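Cells are dispensed, compounds pinned in, plates held at 37 °C for 72 h, then CellTiter-Glo is added and luminescence read after 10 minutes. Cell line: parental KB-3-1 in phenol-red-free DMEM, 10% FBS.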
IL1B secr inh – inflammasome signaling inhibition, IL-1 beta readout; THP-1 LPS/ATP IL-1B secretion, AlphaLISA, 16 h; stronger effect = lower value; activity change, % at 57.5 µM; hit rate 4.7% among 360,000; AID 743279; in the data active = activity change below about -50%; inconclusive = mostly about -30% to -49%; also: % is scaled to controls: 0 for no effect and ±100 for the full control effect
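THP-1 cells pretreated 1 hr with compounds (up to 57.5 uM final), then stimulated with LPS (250 ng/mL final) plus ATP (1.25 mM final); secreted IL-1B measured by AlphaLISA after 16 hr, decreased signal indicating inhibition.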
S2 tox – viability counter-screen for ATXN expression inhibitors. S2 cells (HEK-293 line with an ATXN2-luciferase reporter) viability, CellTiter-Fluor protease fluorescence, 24 h. Potency, µM (top dose mostly 56.7 µM), actives largely listed as cytotoxic. hit rate 0.49% among 400,000. AID 651635; also: potency is read from the fitted curve at half-maximal effect; nearly all actives have a fitted effect of over 40% in size
Active calls of the source: *; i = inactive; ? = inconclusive; / = no result given; & = joins results of further samples; ! = not active in a repeat; [ ] = dose if it differs, or a comment. Unless noted, calls follow the shape of the dose curve; as a rule, active = well fitted curve in the direction sought with a large enough effect; inconclusive = small, poorly fitted or top-dose-only effect, or another doubt; inactive = no such curve, though single readings can be large; an effect the other way counts as inactive or inconclusive.

SMILES	MCF10A rereplic	HT1080 IDH1KD tx	ATXN2 expr inh	SW480 rereplic	KB-V1 cytotox	HT1080NT lethal	KB-3-1 tox	IL1B secr inh	S2 tox
CCC1CCCCN1C(=O)c1nn(-c2ccc(C)cc2)c(=O)c2c1c1ccccc1n2C (stereo not drawn)	/	/	-10%	/	?	/	-2%	/	i
Cc1oc2c(CN3CCCCC3C)c(O)ccc2c(=O)c1-c1ccc(Br)cc1 (stereo not drawn)	-2%	8%	6%	-10%	?	5%	5%	-2	i
CSc1ccccc1C(=O)N1CCN(S(=O)(=O)c2sc(C(=O)O)c(C)c2C(=O)O)CC1	-7%	24%	21%	-2%	24%	9%	-3%	20	i
CCc1cc2c(=O)c(-c3nc4ccccc4n3C)c(C)oc2c(CN2CCCCC2)c1O	-5%	-5%	/	-4%	-27%	0%	0%	0	i
CCCc1[nH]nc2c1C(Cc1ccccc1)C(C#N)=C(N)O2 (stereo not drawn)	10%	13%	-14%	-3%	6%	0%	1%	0	i
COc1ccc(S(=O)(=O)Cc2ccc(C(=O)NCCc3ccc(S(N)(=O)=O)cc3)o2)cc1	-9%	4%	10%	-7%	4%	?	3%	18	i
CCc1nnc(NC(=O)c2cc(-c3ccccc3)nn2-c2ccccc2)s1	16%	?	-1%	-8%	-14%	-2%	-20%	-19	i
CCn1c(CNC(=O)c2ccco2)nnc1SCC(=O)Nc1ccccc1Cl	-14%	-1%	4%	-4%	-6%	11%	36%	29	i
CCCSc1nnc(NC(=O)c2nc(SC)ncc2Cl)s1	1%	-27%	19%	2%	?	-7%	0%	14	i
Cc1ccc(-n2c3nc(=O)n(C)c(=O)c-3cc3ccccc32)cc1	9%	14%	11%	?	0%	11%	2%	37	/
Cc1ccc(NC(=O)CSc2nnc(NC(=O)C(C)C)s2)c(C)c1	0%	1%	1%	3%	-13%	1%	-4%	0	?
Cc1ccc(S(=O)(=O)NN/C(=N/S(=O)(=O)c2ccccc2)c2ccccc2)cc1	-1%	-14%	-24%	7%	-3%	-14%	-9%	26	i
S=C(Nc1ccccc1)Nn1cnnc1	18%	-3%	3%	-58%[inhibitor]	-3%	1%	-2%	0	i
CC(C)(C)c1cc(C(=O)NC2CC2)n(Cc2ccc(F)cc2)n1	18%	4%	-12%	?	-9%	2%	-4%	-4	i
Cc1ccc(-n2nc(C(=O)N/N=C/c3cccc(C(F)(F)F)c3)c3ccccc3c2=O)cc1C	-2%	0%	-24%	1%	5%	3%	2%	-12	i
N#C/C(=C\Nc1ccc2cn[nH]c2c1)c1nc(-c2ccc(Cl)cc2)cs1	?	15µM*	?	?	?	18µM*	?	48	/
CC(=O)N1CCCC1c1nc2ccccc2n1Cc1cc(C)ccc1C (stereo not drawn)	/	/	-14%	/	3%	/	12%	/	i
C=CCOC(=O)C1=C(C)NC(=O)NC1/C=C/c1ccccc1 (stereo not drawn)	-15%	-9%	7%	-2%	0%	-7%	0%	-10	i
COCCCNC(=O)c1cccc2c(-c3ccnn3C)coc12	/	0%	9%	/	-2%	1%	0%	46	i
COc1cccc(NC(=O)C2CCCN(S(=O)(=O)c3cccc4nonc34)C2)c1 (stereo not drawn)	21%	-3%	-10%&-8%	-6%	3%&6%	-18%	7%&3%	18	i
O=C(CC1CC2CCC1C2)N1CCN(S(=O)(=O)c2ccccc2C(F)(F)F)CC1 (stereo not drawn)	13%	0%	-21%	-26%	0%	-9%	-12%	16	i
CCOC(=O)c1oc2cccc(OCC(O)CNC(C)C)c2c1C (stereo not drawn)	?	?	?	?	?	?	4%	-50*	i
O=C(Nc1ccc(OC(F)(F)F)cc1)C1=NCCN1	1%	6%	9%	-1%	1%	5%	?	12	i
Cc1ccc(NC(=O)Cn2c(=O)n(CCC(=O)NCc3ccccc3Cl)c(=O)c3ccccc32)cc1	/	/	-19%	/	9%	/	-9%	/	i
CC1=C(C(N)=O)C(c2cccc(Br)c2)n2nc(SCc3ccccc3Cl)nc2N1 (stereo not drawn)	/	/	-6%	/	-4%	/	3%	/	i
CCc1cc(=O)oc2cc(OCC(=O)N3CCC(C(N)=O)CC3)ccc12	?	13%	2%	-1%	14%	1%	0%	10	i
COCCn1ccc2c(OCC(=O)Nc3cccc(C(F)(F)F)c3)cccc2c1=O	/	/	-11%	/	6%	/	-6%	/	i
CCCCCC(=O)N1C[C@H](n2cc(C3CC3)nn2)[C@@H](O)C[C@@H]1c1ccccc1	/	15%	11%	/	8%	6%	-5%	12	i
CCCn1nnnc1NCc1ccccc1C	5%	8%	0%	-4%	-5%	1%	4%	25	i
NC(=O)Nc1n[nH]c(-c2ccccc2)n1	-2%	0%	/	-4%	4%	3%	-16%	17	i
O=C(Cn1nnc(-c2ccccc2)n1)N/N=C/c1cc([N+](=O)[O-])c(Cl)cc1Cl	?	1%	-13%	-3%	-10%	-2%	-15%	-23	i
Cc1onc(-c2c(F)cccc2Cl)c1C(=O)NCCN1CCNC1=O	?	14%	-9%	19%	1%	-1%	-5%	/	i
CCOC(=O)CN1C(=O)C(Sc2n[nH]c(-c3cccc(C)c3)n2)CCc2ccccc21 (stereo not drawn)	-3%	?	1%	-1%	21µM*	?	-17%	-24	i
COc1ccc(S(=O)(=O)N2CCCCC2)cc1NC(=O)Cc1c[nH]c2ccccc12	2%	-23%	-2%	2%	?	-12%	1%	-7	i
CN(CC(=O)Nc1c(Cl)cccc1Cl)C(=O)c1ccccc1-c1nc2ccccc2s1	4%	-10%	-15%	3%	8.2µM*	-6%	-13%	-53*	i
Brc1ccc2c(c1)OCCOCCOCCOCCOCCO2	-2%	3%	-5%	-6%	-23%	1%	-9%	-1	i
Cc1ccc(Cl)cc1NC(=O)Nc1cccs1	-3%	-16%	-15%[11.3 µM]	1%	?	-14%	-2%	-4	i
CCOC(=O)c1oc2cccc(O)c2c1C	-189%[0.0737 µM]	20%	48%[activator]	0%	0%	9%	-1%	-15	i
CCOC(=O)c1c(NC(=S)Nc2ccccc2)sc2c1CCCCC2	-4%	14%	1%	-6%	8%	3%	-3%	34	i
CC(C)Cn1c(SCC(=O)Nc2cccnc2Cl)nnc1-c1ccco1	-9%	16%	1%	-17%	-9%	12%	12%	?	i
Cc1cccc2nc(CSc3ccccc3N)cn12	24%	1%	9%	1%[9.22 µM]	-19%	-9%	0%	32	i
Cn1c(NC(=O)c2ccc(Cl)cc2)cc(=O)n(C)c1=O	-5%	2%	4%	4%	6%	4%	2%	17	i
Cc1ccc(CSc2sc(C(=O)c3ccccc3)c(N)c2C#N)cc1	?	-1%	20%	-3%	-2%	-2%	-14%	27	i
COc1cc(OC)cc(C(=O)N2CCN=C2SCc2cccnc2)c1	3%	-1%	7%	-3%	-16%	7%	-15%	?	i
O=C(NCc1ccncc1)c1cc(F)c(F)cc1Cl	0%	-8%	9%	4%	?	2%	-1%	19	i
COC(=O)CC1C(=O)NCCN1C(=S)NC(=O)c1ccccc1[N+](=O)[O-] (stereo not drawn)	2%	?	-8%	-2%	16%	26%	2%	15	i
O=C(O)c1cccc(NC(=O)c2ccc(S(=O)(=O)c3ccccc3)cc2)c1	-72%[inhibitor]	3%	-6%	1%	-17%	1%	1%	41	i
CC(=O)CCC(=O)N1CCC(n2nccc2NC(=O)c2ccccc2C)CC1	6%	-2%	-8%	9%	4%	-1%	?	16	i
CCCOC(=O)c1c(NC(=O)CCCn2nc([N+](=O)[O-])cc2C)sc(C(=O)OC)c1C	6%	15%	-22%	-2%	0%	17%	11%	25	?
CCOC(=O)N1CCC(Nc2cccc(SC)c2)CC1	-3%	-22%	-2%	7%	-19%	-19%	-4%	17	i
(continued)
SMILES	MCF10A rereplic	HT1080 IDH1KD tx	ATXN2 expr inh	SW480 rereplic	KB-V1 cytotox	HT1080NT lethal	KB-3-1 tox	IL1B secr inh	S2 tox
COc1ccc(OC)c(CN2C(=O)c3ccccc3C2C(=O)NCc2cccnc2)c1 (stereo not drawn)	5%	-1%	7%	1%	3%	8%	2%	16	i
Cc1cccc(-c2nnn3c2nc(NCCC(C)C)c2ccccc23)c1	/	/	7%	/	0%	/	22%	/	i
COC(=O)C(O)(CC(=O)Nc1ccc(Cl)cc1Cl)C(F)(F)F (stereo not drawn)	0%	12%	2%	20%	5%	1%	-2%	10	i
COC(=O)Cn1ncc(N2C3CC(CC(C)(C)C3)C2C)c(Cl)c1=O (stereo not drawn)	17%	11%	2%	-6%	0%	12%	5%	-4	i
CCOC(=O)C1=C(N)OC2=C(C(=O)CC(C)(C)C2)C1c1ccco1 (stereo not drawn)	-188%[0.0737 µM]	14%	-1%	4%	0%	2%	-1%	-5	i
COc1ccccc1N1CCN(CC(O)COc2cccc3ccccc23)CC1 (stereo not drawn)	-4%	15µM*!	?	?	?	?	0%&0%	?	?
COc1ccc(-c2cc(C(F)(F)F)nc(N3CCN(c4ccc(F)cc4)CC3)n2)cc1OC	1%	0%	-5%	-4%	-10%	-4%	5%	3	i
COc1ccc(OC)c(CC(=O)N2CCc3cc(OC)c(OC)cc3C2)c1	3%	-3%	-21%	19%	?	0%	-20%	-2	i
COc1ccc(Br)cc1CN(C)C(=O)c1ccccc1OCc1c(C)noc1C	8%	3%	-3%	-11%	-23%	7%	0%	-65*	i
O=C(/C=C/c1ccccc1)OCN1C(=O)c2ccccc2C1=O	-2%	14%	0%	-8%	11%	8%	0%	-9	i

3 entries already listed, sorted by formula weight, smallest number first:
SMILES	MCF10A rereplic	HT1080 IDH1KD tx	ATXN2 expr inh	SW480 rereplic	KB-V1 cytotox	HT1080NT lethal	KB-3-1 tox	IL1B secr inh	S2 tox
COC(=O)C(O)(CC(=O)Nc1ccc(Cl)cc1Cl)C(F)(F)F (stereo not drawn)	0%	12%	2%	20%	5%	1%	-2%	10	i
COc1ccc(OC)c(CC(=O)N2CCc3cc(OC)c(OC)cc3C2)c1	3%	-3%	-21%	19%	?	0%	-20%	-2	i
COc1ccccc1N1CCN(CC(O)COc2cccc3ccccc23)CC1 (stereo not drawn)	-4%	15µM*!	?	?	?	?	0%&0%	?	?

Screens from PubChem BioAssay.

The order is random; overall some 11% were active at least once.
